ADAM10 inh – inhibits human ADAM10. inhibition, % at 7 µM. hit rate 0.62% among 370,000. recombinant ADAM10, EDANS/DABCYL FRET peptide cleavage, 3 h. AID 720582;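 active = inhibition above a per-campaign cutoff equal to the mean of compounds falling between control-based bounds plus 3 SD, cut at about 20% in these data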;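 also: 0% = DMSO wells while the 100% control is not disclosed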
Target sequence (O14672 214-748 limits assumed): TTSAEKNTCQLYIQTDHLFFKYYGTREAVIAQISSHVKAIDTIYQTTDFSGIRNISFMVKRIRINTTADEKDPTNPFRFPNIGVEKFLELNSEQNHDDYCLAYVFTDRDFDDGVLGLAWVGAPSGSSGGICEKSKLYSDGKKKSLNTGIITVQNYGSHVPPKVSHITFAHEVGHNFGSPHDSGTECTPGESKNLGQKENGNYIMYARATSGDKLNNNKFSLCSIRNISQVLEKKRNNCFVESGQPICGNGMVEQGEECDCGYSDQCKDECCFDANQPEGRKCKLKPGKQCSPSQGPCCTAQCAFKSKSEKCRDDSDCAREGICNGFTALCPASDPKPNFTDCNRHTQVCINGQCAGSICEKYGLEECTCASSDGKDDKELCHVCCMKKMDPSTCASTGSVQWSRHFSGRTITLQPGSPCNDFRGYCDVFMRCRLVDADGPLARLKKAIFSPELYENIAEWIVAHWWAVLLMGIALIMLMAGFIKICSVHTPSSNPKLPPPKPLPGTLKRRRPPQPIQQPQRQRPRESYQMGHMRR
ADAM17 inh – inhibits human ADAM17. P78536. recombinant ADAM17, EDANS/DABCYL FRET peptide cleavage. inhibition, % at 6.95 µM. hit rate 0.83% among 370,000;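 active = inhibition above the mean of compounds lying between control limits plus 3 SD, set per campaign, cut at about 8.5% in these data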;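 also: 0% = DMSO-only wells as the low control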
ASAP1 GAP inh – ASAP1 ArfGAP inhibition. inhibition, % at 16.5 µM. hit rate 0.19% among 360,000. ASAP1-stimulated ARF1 GTP hydrolysis, GDP FP detection. Q9ULH1. AID 624377; in the data active = inhibition above about 25%;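 also: 0% = vehicle with enzyme and substrate and 100% = no enzyme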
PLC-gamma1 inh – blocks human PLC-gamma1 enzyme activity; P19174; purified PLC-gamma1, fluorogenic substrate, fluorescence; inhibition, % at 12.2 µM; hit rate 0.84% among 370,000; AID 720700; in the data active = inhibition above about 9.5%
Tn7 DDE FP – disrupts Tn7 cyclic peptide binding to fibrin D-Dimer-E complex; P02675; FP displacement of FITC-Tn7 peptide from fibrin DD(E); 0% = median of compound wells per plate; inhibition, % at 8.3 µM; hit rate 0.13% among 370,000; AID 720508;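 active = inhibition above the mean of compounds falling within the control limits plus 3 SD of them, cut at about 14% in these data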;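 also: 0% = plate median of compound wells and 100% = 10 µM Aha-Tn7 peptide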
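Test system – human fibrin DD(E) · Times – 10 min preincubation, 3 h with tracer, room temperature · Detection – fluorescence polarization of the labelled Tn7 tracer · Measure – percent inhibition normalized to high-control wells · Benchmarks – high control wells with 10 µM unlabelled Aha-Tn7 peptide (full inhibition) · Repeats – singlicate testing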
ARFGAP1 inh – inhibits rat ARF GTPase activating protein 1 | hit rate 0.26% among 360,000 | Arfgap1-stimulated ARF1 GTP hydrolysis, GDP FP detection | inhibition, % at 16.5 µM | AID 651572 | Q62848;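 active = inhibition above a per-plate limit, mean inhibition of low control wells plus 3 SD, cut at about 25% in these data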;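 also: 0% = DMSO wells with enzyme and 100% = wells lacking Arfgap1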
Target sequence (Q62848 1-136 limits assumed): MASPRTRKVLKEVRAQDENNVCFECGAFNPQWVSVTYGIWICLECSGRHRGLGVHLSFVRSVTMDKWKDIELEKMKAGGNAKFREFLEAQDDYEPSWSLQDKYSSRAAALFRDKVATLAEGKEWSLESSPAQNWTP
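Material: rat Arfgap1 catalytic domain, aa 1-136; also added: human ARF1(Δ1-17)-GTP substrate; compound dosing: one concentration, 16.5 µM, DMSO 1.26%; incubation: GTP hydrolysis reaction 2 h at 25 °C; measured by: Tracer-displacement fluorescence polarization with EDTA stop, 620/688 nm; evaluation: % inhibition from polarization; repeats: one replicate per compound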
TDP2 absorb – blocks human TDP2 phosphodiesterase activity. O95551. recombinant TDP2, T5PNP hydrolysis, p-nitrophenol absorbance 415 nm. inhibition, % at 12.8 µM. hit rate 0.34% among 370,000. AID 720702;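 active = inhibition above the mean of all tested compounds plus 3 SD, set per campaign, cut at about 25% in these data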;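 also: 0% = DMSO with enzyme and 100% = buffer with substrate but no TDP2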
Target sequence (O95551 whole entry, looked up): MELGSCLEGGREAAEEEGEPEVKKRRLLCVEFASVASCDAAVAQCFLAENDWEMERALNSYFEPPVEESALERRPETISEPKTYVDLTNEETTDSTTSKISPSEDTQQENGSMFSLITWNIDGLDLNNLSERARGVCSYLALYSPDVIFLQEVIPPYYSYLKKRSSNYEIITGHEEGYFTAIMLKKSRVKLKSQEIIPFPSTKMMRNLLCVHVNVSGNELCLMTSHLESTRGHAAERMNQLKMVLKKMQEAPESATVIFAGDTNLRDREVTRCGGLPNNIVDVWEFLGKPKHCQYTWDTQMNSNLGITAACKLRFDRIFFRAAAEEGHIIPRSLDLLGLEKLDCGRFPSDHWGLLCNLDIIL
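System – recombinant human TDP2 · Amount – 120 nM TDP2 per well · Buffer or medium – Mg2+-containing Tris-HCl buffer, pH 7.5 · Reagent – T5PNP substrate, 5 mM · Dosing – 12.8 µM single point, 1% DMSO · Incubation – 2 h at 37 °C · Measured by – epi absorbance · Read-out basis – percent inhibition · Benchmarks – high control without enzyme, low control DMSO plus TDP2 · Repeats – singlicate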
DDE Tn6 FP inh – inhibitors of Tn6 peptide binding to human fibrin DD(E); P02675; Fibrin DD(E) TRITC-Tn6 fluorescence polarization displacement; inhibition, % at 8.3 µM; hit rate 0.21% among 370,000;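 active = inhibition above a per-campaign cutoff: mean of compounds within control limits plus 3 SD, cut at about 15% in these data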;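 also: 0% = median of all compound wells on the plate and 100% = blocking peptide control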
PLC-beta3 inh – PLC-beta3 (human) inhibition, primary screen; Q01970; Purified PLC-beta3, fluorogenic substrate, fluorescence; inhibition, % at 12.2 µM; hit rate 0.18% among 370,000; AID 720704; in the data active = inhibition above about 11%;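 also: 0% = median of compound wells on plate and 100% = full blocker control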
SIAE inh – blocks human sialic acid acetylesterase. hit rate 0.69% among 370,000. inhibition, % at 9.66 µM. SIAE FP-Rh probe binding, fluorescence polarization;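 active = inhibition above a cutoff: mean of compounds within the control limits plus 3 SD of those, cut at about 17% in these data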;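 also: 0% = plate median of compound wells and 100% = probe without SIAE protein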
The depositor's hits bear a star; i = inactive; & = joins results of further samples. Hits appear at their usual frequency. Share with any hit: about 3.6%.

SMILES | ADAM10 inh | ADAM17 inh | ASAP1 GAP inh | PLC-gamma1 inh | Tn7 DDE FP | ARFGAP1 inh | TDP2 absorb | DDE Tn6 FP inh | PLC-beta3 inh | SIAE inh
CCOC(=O)C[C@H]1c2cc(F)ccc2S(=O)(=O)N1C1CCCC1 | 3 | 0 | -4 | 4 | 0 | -16 | 4 | 12 | -2 | 0
O=C(NC(=S)Nc1nc(-c2ccccc2)cs1)c1ccco1 | 2 | 3 | -2 | 5 | -3 | 0 | -2 | -9 | -5 | -11
O=C(CN1C(=O)NC2(CCCCC2)C1=O)Oc1ccc2ccc(=O)oc2c1 | i | i | -2 | i | 2 | -1 | -8 | -3 | i | 0
Cc1nc(C(F)(F)F)ccc1C(=O)N1CCC1(C)C(=O)NS(=O)(=O)c1c(C)noc1C (stereo not given) | 0 | 1 | 7 | 3 | -8 | -5 | -8 | 3 | 4 | 4
O=C(COc1ccccc1)OCC(=O)c1c[nH]c2ccccc12 | 3 | -5 | 7 | 1 | -2 | -7 | -1 | 7 | -8 | 4
CCOc1ccccc1C=NNC(=O)C(=O)NN=Cc1ccccc1OCC | 2 | -1 | -2 | -2 | -2 | 1 | 1 | 4 | -5 | 4
Cc1ccc(S(=O)(=O)N2CC=C(c3c(C)n(C)c4ccccc34)CC2)cc1 | 4 | 4 | -2 | -6 | 3 | 2 | -5 | 6 | -8 | -20
Cc1ccc2[nH]c(=O)c(CN(Cc3ccccc3Cl)C(=O)N3CCOCC3)cc2c1 | -31 | -7 | 9 | -1 | 2 | -4 | 4 | 1 | 0 | 2
CC(=O)Nc1cc[n+](C(C)C(=O)c2ccc(Cl)cc2)cc1 (stereo not given) | -14 | -9 | 14 | -3 | -1 | 9 | -1 | 3 | -7 | -5
NC(=O)N[C@@H](Cc1c[nH]c2ccccc12)C(=O)OCC(=O)N1CCCCC1 | -10 | -4 | 1 | 0 | 2 | 14 | 2 | 4 | 0 | -3
Cc1cc(NC(=O)CCCSc2nc(-c3ccco3)cc(C(F)(F)F)n2)n(-c2ccccc2)n1 | 6 | 0 | 11 | 1 | -6 | -4 | -15 | 3 | -4 | -14
CCN(C(=O)COC(=O)c1ccccc1NCCO)C1CCS(=O)(=O)C1 (stereo not given) | i | i | 2 | i | -5 | 0 | 20 | 1 | i | 9
CCOC(=O)Cn1nc(NC(=O)c2ccc(C(=O)OC)cc2)cc1C | 16 | -1 | 6 | 0 | -5 | -1 | -10 | 2 | -4 | -1
O=[N+]([O-])c1ccccc1NCCNS(=O)(=O)c1ccc(Cl)cc1 | 7 | 1 | 18 | 1 | -1 | 20 | -2 | -2 | 4 | 2
CC1CCCCC12NC(=O)N(CC(=O)NCCc1ccc(F)cc1)C2=O (stereo not given) | -1 | 5 | 10 | 5 | -2 | 1 | -24 | 1 | 1 | -15
O=c1c2ccccc2c(/C=N/c2ncn[nH]2)c(O)n1Cc1ccccc1 | -465 | -123&-117 | -3&20 | -123&-165 | 6&0 | 4&5 | -5&5 | -5&-3 | -99&-194 | -8&-2
COCCCNC(=O)Cn1cc2c(n1)CCC(C)C2 (stereo not given) | 87* | 0 | -8 | 3 | 0 | 4 | -10 | 5 | 8 | -7
O=C(N/N=C/C(Br)=C/c1ccccc1)c1ccccc1[N+](=O)[O-] | 0 | 0 | 6 | 1 | 5 | 0 | -7 | 2 | -3 | 1
Cc1ccc(S(=O)(=O)Nc2ccc3c(c2)C(=O)N([C@H](C)CO)C[C@H](C)[C@@H](CN(C)C(=O)Nc2ccc4c(c2)OCO4)O3)cc1 | -8 | -5 | 10 | 0 | 2 | -1 | 10 | -7 | 0 | 4
CCOc1cnc(-c2ccccc2F)o1 | -1 | -1 | -4 | 2 | -3 | -1 | 4 | 3 | 1 | 9

Four entries from above in a different format:
CCN(C(=O)COC(=O)c1ccccc1NCCO)C1CCS(=O)(=O)C1 (stereo not given)
  ADAM10 inh = i
  ADAM17 inh = i
  ASAP1 GAP inh = 2
  PLC-gamma1 inh = i
  Tn7 DDE FP = -5
  ARFGAP1 inh = 0
  TDP2 absorb = 20
  DDE Tn6 FP inh = 1
  PLC-beta3 inh = i
  SIAE inh = 9
CCOC(=O)Cn1nc(NC(=O)c2ccc(C(=O)OC)cc2)cc1C
  ADAM10 inh = 16
  ADAM17 inh = -1
  ASAP1 GAP inh = 6
  PLC-gamma1 inh = 0
  Tn7 DDE FP = -5
  ARFGAP1 inh = -1
  TDP2 absorb = -10
  DDE Tn6 FP inh = 2
  PLC-beta3 inh = -4
  SIAE inh = -1
O=[N+]([O-])c1ccccc1NCCNS(=O)(=O)c1ccc(Cl)cc1
  ADAM10 inh = 7
  ADAM17 inh = 1
  ASAP1 GAP inh = 18
  PLC-gamma1 inh = 1
  Tn7 DDE FP = -1
  ARFGAP1 inh = 20
  TDP2 absorb = -2
  DDE Tn6 FP inh = -2
  PLC-beta3 inh = 4
  SIAE inh = 2
CC1CCCCC12NC(=O)N(CC(=O)NCCc1ccc(F)cc1)C2=O (stereo not given)
  ADAM10 inh = -1
  ADAM17 inh = 5
  ASAP1 GAP inh = 10
  PLC-gamma1 inh = 5
  Tn7 DDE FP = -2
  ARFGAP1 inh = 1
  TDP2 absorb = -24
  DDE Tn6 FP inh = 1
  PLC-beta3 inh = 1
  SIAE inh = -15

Continuation:
SMILES | ADAM10 inh | ADAM17 inh | ASAP1 GAP inh | PLC-gamma1 inh | Tn7 DDE FP | ARFGAP1 inh | TDP2 absorb | DDE Tn6 FP inh | PLC-beta3 inh | SIAE inh
C=CCSc1nnc(-c2cc(C(C)(C)C)nn2Cc2ccc(F)cc2)n1C | 1 | -1 | -10 | 3 | 3 | 0 | -13 | 3 | -5 | -2
Cc1ccc(C)n1NC(=O)c1ccccc1[N+](=O)[O-] | 4 | 0 | -6 | 3 | 4 | -10 | 8 | 9 | 3 | 6
CCOC(=O)C1CCCN(C(=O)c2cn(CC)c(=O)c3cc(OC)c(OC)cc23)C1 (stereo not given) | -14 | -9 | -4 | -4 | -1 | 6 | 4 | 6 | 2 | 5
Cn1c(=O)n(Cc2ccccc2)c(=O)c2c1nc1n2CCCN1C1CCCCC1 | 5 | -3 | 7 | 2 | 3 | 5 | 0 | 7 | -3 | 5
C[C@H](CO)N1C[C@H](C)[C@@H](CN(C)C(=O)Nc2ccc(F)cc2)Oc2ccc(NS(C)(=O)=O)cc2C1=O | 2 | 1 | -1 | 1 | 4 | -3 | -6 | 5 | 2 | -8
CCN1C(=O)[C@H]2[C@@H](c3ccc(-c4ccc(Cl)c(Cl)c4)cc3)N[C@@](CC(C)C)(C(=O)OC)[C@H]2C1=O | 9 | 2 | -8 | -1 | -2 | 4 | -13 | 5 | 6 | 0
CC(C)(C)NC(=O)NC(=O)COC(=O)COc1ccc(Cl)cc1Cl | 13 | 1 | 15 | 0 | 2 | 0 | 4 | -4 | 2 | 0
COc1ccc(N2CC(O)(c3ccc(C)cc3)[N+]3=C2CCCC3)cc1 (stereo not given) | 9 | -1 | 10 | 1 | -5 | 8 | -11 | 1 | 1 | 3
NC(=S)N/N=C/c1ccc(-c2cc(Cl)ccc2Cl)o1 | -65 | -23 | 10 | -32 | 4 | 2 | 6 | -4 | -34 | 10
COc1ccccc1-n1cc(C(=O)NCC(=O)N2CCN(c3ccccc3)CC2)c2ccccc2c1=O | 6 | 3 | 1 | 6 | -5 | 9 | -8 | 4 | 7 | 1
CC(C)c1cc2cc3ccc(=O)oc3cc2o1 | -186 | -80 | -1 | -143 | -3 | -4 | 9 | 2 | -213 | -3
O=C(CCN1C(=O)/C(=C/c2ccccc2Cl)SC1=S)NC1=NCCS1 | -3 | 0 | 5 | 3 | 2 | 1 | 5 | 0 | 1 | 6
CC(C)N(C(=O)CSc1nnc(NC(=O)C2CCC2)s1)C(C)C | -7 | -1 | -3 | -1 | 1 | -6 | -10 | 8 | 1 | -3
N#Cc1ccccc1OCC(=O)OCC(=O)NC1CCCCC1 | -5 | 0 | -14 | 1 | 4 | -3 | 6 | -5 | -5 | 0
O=C1ON(Cc2ccccc2)C(c2ccccc2)N1c1ccccc1 (stereo not given) | 2 | 0 | 9 | 0 | -2 | -1 | 8 | -1 | 0 | -4
O=C(O)CCSc1nnc(CNc2ccc(Cl)cc2)n1Cc1ccccc1 | 4 | 2 | 1 | 7 | -7 | 2 | 4 | -12 | -1 | 4
Cc1cccc(C(=O)OCC(=O)NCCNC(=O)COC(=O)c2cccc(C)c2C)c1C | -9 | -3 | -11 | 3 | 5 | 2 | -2 | -1 | -8 | -2
CC(C)c1onc(C(=O)N2CCCCC2C)c1[N+](=O)[O-] (stereo not given) | -2 | -4 | 2 | 3 | 5 | 0 | 7 | -3 | 3 | 7
Cc1cc(=O)oc2cc(OCCCN3C(=O)c4ccccc4C3=O)ccc12 | -1 | -2 | -2 | -1 | -2 | -9 | 2 | -4 | 3 | -1
O=C(CCSCCc1ccccn1)Nc1c(F)cc(F)cc1Br | -5 | -2 | 3 | -3 | -6 | 6 | 12 | -5 | -3 | 2

Only Tn7 DDE FP, DDE Tn6 FP inh and ADAM17 inh, for two of the compounds above:
mol	Tn7 DDE FP	DDE Tn6 FP inh	ADAM17 inh
COc1ccccc1-n1cc(C(=O)NCC(=O)N2CCN(c3ccccc3)CC2)c2ccccc2c1=O	-5	4	3
CC(C)c1cc2cc3ccc(=O)oc3cc2o1	-3	2	-80

Next records follow:
SMILES | ADAM10 inh | ADAM17 inh | ASAP1 GAP inh | PLC-gamma1 inh | Tn7 DDE FP | ARFGAP1 inh | TDP2 absorb | DDE Tn6 FP inh | PLC-beta3 inh | SIAE inh
COc1ccc(C(=O)OCC(=O)c2ccccc2)cc1S(=O)(=O)N1CCOCC1 | 5 | -2 | 2 | 4 | -3 | 0 | -6 | 1 | 5 | 2
O=C(CSc1nncs1)N1CCN(S(=O)(=O)c2ccccc2)CC1 | 2 | -1 | 9 | 1 | -3 | -2 | 10 | 1 | -4 | 4
CCCc1c(C)nc2ccc(OC)cc2c1SCCC(=O)O | 0 | -1 | 6 | 3 | -5 | 1 | 8 | -1 | -1 | 1
CC1CCN(CCC(=O)N/N=C/c2ccc([N+](=O)[O-])cc2)CC1 | -1 | -3 | 9 | 3 | -6 | 11 | 10 | -4 | 1 | -5
COC(=O)[C@H]1C[C@@H]1[C@H](NC(=O)c1ccccc1)c1ccccc1 | 8 | 1 | 11 | 0 | 3 | 4 | -3 | -6 | 0 | -5
Cc1cc(OCCN2CCOCC2)nc2ccccc12 | 2 | -2 | 4 | 0 | -4 | -14 | 0 | -3 | -2 | 1
O=S(=O)(NCc1cccnc1)c1ccc(Cl)cc1 | 11 | 0 | -4 | 0 | -3 | 6 | 5 | 4 | -2 | -1

Bioassay records: PubChem, The Scripps Research Institute Molecular Screening Center
